# Compound activity deposited in PubChem BioAssay by several laboratories.
# H9c2 protect: modulators protecting cardiomyocytes from myocardial damage; H9c2 cardiomyocytes, H2O2 injury protection, ATPLite, 2 h; protection from H2O2 cell death, % at 20 µM; 360,000 compounds, 0.63% hits; AID 588492;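 active = compounds giving at least 50% protection of heart cells from peroxide-induced death in the single-dose screen, raw or plate-pattern-corrected value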;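 also: 0% = DMSO wells with peroxide and 100% = DMSO wells without peroxide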
# ABCB6 inh 2: human ABCB6 transporter inhibition; Q9NP58; K562-ABCB6 porphyrin accumulation, flow cytometry, 1 h; active compounds read low; fluorescence ratio to DMSO, % at 10 µM; 360,000 compounds, 0.19% hits; AID 602162;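 active = fluorescence ratio to DMSO below 75%, the collection mean minus 3 SD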;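 also: signal is porphyrin accumulated inside mitochondria; 100% equals median channel fluorescence of DMSO control wells; lower ratio means ABCB6 inhibition with less porphyrin fluorescence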
# Target sequence (Q9NP58 whole entry, looked up): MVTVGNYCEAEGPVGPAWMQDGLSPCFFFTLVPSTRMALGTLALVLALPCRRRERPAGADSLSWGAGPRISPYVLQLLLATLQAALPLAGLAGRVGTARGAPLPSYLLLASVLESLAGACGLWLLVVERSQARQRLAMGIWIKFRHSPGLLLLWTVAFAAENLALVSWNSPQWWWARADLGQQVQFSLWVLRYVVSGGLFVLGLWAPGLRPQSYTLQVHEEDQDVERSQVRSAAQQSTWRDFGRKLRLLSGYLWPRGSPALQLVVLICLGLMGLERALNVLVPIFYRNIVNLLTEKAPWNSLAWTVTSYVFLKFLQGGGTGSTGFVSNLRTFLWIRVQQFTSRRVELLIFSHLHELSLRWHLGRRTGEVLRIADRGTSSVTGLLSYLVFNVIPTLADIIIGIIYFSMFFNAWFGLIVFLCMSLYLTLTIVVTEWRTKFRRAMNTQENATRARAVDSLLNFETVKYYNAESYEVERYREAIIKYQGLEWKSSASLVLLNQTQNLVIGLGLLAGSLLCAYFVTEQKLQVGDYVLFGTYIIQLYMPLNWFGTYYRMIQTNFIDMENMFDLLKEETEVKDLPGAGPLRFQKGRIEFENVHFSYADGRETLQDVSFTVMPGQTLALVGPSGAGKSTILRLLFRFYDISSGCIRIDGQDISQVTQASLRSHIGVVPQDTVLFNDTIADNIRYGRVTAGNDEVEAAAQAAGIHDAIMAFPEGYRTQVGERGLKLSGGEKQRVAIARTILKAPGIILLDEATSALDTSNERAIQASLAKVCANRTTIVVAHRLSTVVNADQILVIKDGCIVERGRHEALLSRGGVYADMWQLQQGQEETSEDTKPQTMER
# Glyco luc inh: blocks N-linked glycosylation in D54 reporter cells | D54 ERlucT glycosylation luciferase reporter, 24 h; percent of 100 nM tunicamycin response | reporter increase, % at 12.5 µM | 360,000 compounds, 0.23% hits | AID 588692;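 active = mean luciferase reporter signal, scaled so untreated is 0 and the glycosylation-blocking control 100, at or above a set limit in every replicate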;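 also: luciferase carries N-glycosylation sites so blocking glycosylation raises the light; 0% = median of neutral control wells and 100% = median of 100 nM tunicamycin wells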
# MC4R antag cAMP: antagonists of human melanocortin 4 receptor (MC4R). P32245. MC4R-expressing cells, MTII-stimulated cAMP, LANCE TR-FRET. inhibition, % at 6.5 µM. 360,000 compounds, 0.48% hits;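 active = inhibition above its plate's cutoff, the mean of tested wells on that plate plus 3 SD, cut at about 29% in these data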;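 also: 0% = Melanotan II alone and 100% = Melanotan II plus saturating MCL0020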
#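 material = U2OS cells stably expressing human melanocortin 4 receptor (MC4R) | also added = Melanotan II challenge | dosing = single nominal compound dose of 6.5 µM | detection = TR-FRET with Eu-cAMP and labeled anti-cAMP, 671 nm | replication = singlicate | timing = compound 30 min, challenge 1 h, detection 1 h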
# Vif imaging: blocks HIV Vif function. HEK293T cells, Vif self-association by quenched fluorescence, imaging, 24 h. inhibition, % at 7.49 µM. 340,000 compounds, 0.35% hits; in the data active = inhibition above about 50%, passing the limit was not always enough; also: some results filed as inactive read as strong as hits
# HTR2A ag: agonists of mouse serotonin 5-HT2A receptor (HTR2A); P35363; CHO-K1 mHTR2A beta-arrestin complementation, luminescence; percent of 30 µM serotonin response; activation, % at 7.6 µM; 360,000 compounds, 0.66% hits;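 active = activation above a run cutoff, the mean activation of all tested compounds plus 3 SD, cut at about 14% in these data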;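 also: 0% = plate median of compound wells and 100% = 30 µM serotonin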
# aDG glyco up: increases alpha dystroglycan glycosylation. Pro5-aDG cells, alpha-DG glycosylation AlphaScreen (IIH6); 0% Pro5, 100% B10-LARGE cell signal. 360,000 compounds, 0.22% hits. AID 624168. activation, % at 10 µM;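 active = activation of at least 8% versus controls, or a plate z-score of at least 8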;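 also: Pro5 are CHO cells carrying HIG-tagged alpha-DG that lacks glycosylation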
# CaV13 FRET inh: Disruptors of the CACNA1D IQ motif to Ca2+-dependent inactivation inhibitor domain association, primary screening, Förster resonance energy transfer in intact living …. HEK cells, CFP/YFP FRET ICDI-IQ, plate reader, 10 min; percent FRET-ratio fall versus neutral wells. inhibition, % at 12.3 µM. 340,000 compounds, 0.098% hits. AID 743397;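 active = mean replicate inhibition of at least 30% and at least 1% of replicates passing that level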;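 also: 0% = median of the neutral control wells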
# MC4R ag barr: agonists of human melanocortin 4 receptor (MC4R) beta-arrestin. P32245. 360,000 compounds, 0.98% hits. activation, % at 8.9 µM. U2OS MC4R beta-arrestin complementation, luminescence; percent of melanotan II response, DMSO zero;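 active = activation above a per-plate cutoff, the mean activation of sample wells on that plate plus 3 SD, cut at about 8% in these data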
# PDI turbidity: blocks human protein disulfide isomerase activity. AID 588391. inhibition, % at 10 µM. PDI insulin aggregation turbidity, A650, 90 min. 350,000 compounds, 0.052% hits. P07237;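 active = mean inhibition across replicates of 30% or more, whatever share of single replicates reach that level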;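 also: absorbance from insulin aggregation driven by PDI reduction with DTT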
# Starred values were filed as active, the others as inactive; / = not tested or not shown.
SMILES,H9c2 protect,ABCB6 inh 2,Glyco luc inh,MC4R antag cAMP,Vif imaging,HTR2A ag,aDG glyco up,CaV13 FRET inh,MC4R ag barr,PDI turbidity
C#CCNC(=O)C[C@@H]1C[C@@]2(C(=O)OCC)CCCC=C2N(Cc2cccc3ccccc23)C1=O,/,96,/,/,/,5,0.0,-6,/,/
CC1CCC(C(C)C)C(OC(=O)C2=C3c4ccccc4S(=O)(=O)N3CC2)C1 (stereo not drawn),-3,91,1,1,3,6,-0.4,0,1.0,2
COc1ccc(N2CCN(c3ccc(N)cc3C#N)CC2)cc1,-3,97,-1,1,-8,6,-0.3,0,-2.3,1
CC1Cc2ccccc2N1C(=O)Cc1cccs1 (stereo not drawn),-5,97,-1,2,-4,9,-0.1,-5,1.1,22
CN(C)c1ccc(-c2cccc(C3CC=CC4C3C(=O)N(Cc3ccccc3)C4c3ccc4ccccc4c3)c2)cc1 (stereo not drawn),-2,96,9,2,-1,2,-1.1,-3,-0.5,-8
Cc1cccn2cc(-c3cccc(NC(=O)c4cccs4)c3)nc12,6,85,-1,5,-7,-2,0.1,-18,1.0,0
O=C(Nc1cccnc1Cl)c1ccc(S(=O)(=O)N2CCCCCC2)cc1,-2,102,-3,-1,-5,-3,-0.2,-8,-2.4,1
O=C1CCC(=O)N(c2ccccc2)N1,1,100,3,23,-8,4,0.0,-18,0.3,3
COc1ccccc1C1CCN(C(=O)c2ccccc2)CC1,0,95,-1,8,-3,-1,0.0,-18,-0.5,7
N/C(CN1CCCC1=O)=N\OC(=O)c1ccccc1Cl,-4,99,-1,-3,-2,9,-0.1,-5,-1.0,-4
Cc1cnc(CNC(=O)c2ccc3sc([C@@H]4O[C@H](CO)[C@H](O)[C@H](O)[C@H]4O)nc3c2)cn1,4,99,1,10,-7,-1,-0.3,-13,-0.5,-1
Cc1ccc(NC(=O)C2CCCN(C(=O)NCc3ccccc3)C2)c(C)c1 (stereo not drawn),-7,90,3,3,27,2,0.0,-4,-0.4,-1
Cc1nnc(N2C(=O)C(=O)/C(=C(/O)c3ccc4c(c3)CC(C)O4)C2c2ccccc2F)s1 (stereo not drawn),0,110,0,19,8,2,-0.1,-7,-1.8,7
Cc1ccc(S(=O)c2ccc([N+](=O)[O-])c3nonc23)cc1 (stereo not drawn),-18,112,5,-22,2,3,0.0,-8,0.2,-10
COc1ccc(-n2c(=O)c3ccccc3n(CC(=O)NC3CCCC3)c2=O)c(OC)c1,4,89,0,-4,-4,-2,-0.2,/,-3.1,-2
O=C1N(c2cccc3ccccc23)C(c2ccccc2)N2CCCN12 (stereo not drawn),0,96,1,2,4,1,-0.1,-6,-2.2,-2
c1ccc(CCn2nnnc2C(c2cccs2)N2CCOCC2)cc1 (stereo not drawn),-5,92,0,2,-7,-2,-0.3,0,-0.3,-5
Cc1noc(C)c1NC(=O)N(C)C[C@@H]1OCc2cnnn2CCCC(=O)N([C@@H](C)CO)C[C@@H]1C,0,101,3,14,/,2,0.1,-3,0.2,15
COc1cccc2sc(=NC(=O)CS(=O)(=O)c3ccccc3)n(C)c12,-9,96,2,1,2,-1,-0.6,-4,-0.7,-7
Cc1ccc(S(=O)(=O)N(C)c2ccc(C(=O)N3CCCCC3)cc2)cc1,-12,77,0,1,-9,4,0.7,-4,-1.1,5
CCOc1cccc(CN2CCCC(CNC(=O)c3cccc(OC)c3OC)C2)c1 (stereo not drawn),-2,104,2,-6,-1,-3,0.0,-11,-0.7,0
CC(C)[C@H](NC(=O)c1ccccc1)C(=O)OCc1nc2scc(-c3ccccc3)c2c(=O)[nH]1,-6,98,-3,16,-1,3,-0.2,-5,-1.0,-10
CCN(CC)CCn1c(=N)n(CC(O)COc2cccc(C)c2)c2ccccc21 (stereo not drawn),6,103,1,14,0,-3,4.3,-5,0.8,4
COc1ccccc1C(c1nnnn1Cc1ccccc1)N1CCN(c2nc3ccccc3s2)CC1 (stereo not drawn),6,98,-5,20,-13,12,0.2,0,-0.8,5
CCN(CC(=O)Nc1c(F)cccc1F)C(=O)/C=C/c1ccc2c(c1)OCO2,-6,103,0,-3,2,-2,-0.1,-5,-3.4,14
# More structures follow:
SMILES,H9c2 protect,ABCB6 inh 2,Glyco luc inh,MC4R antag cAMP,Vif imaging,HTR2A ag,aDG glyco up,CaV13 FRET inh,MC4R ag barr,PDI turbidity
NS(=O)(=O)c1cccc(NS(=O)(=O)c2ccc(/C=C/C(=O)OCC(=O)c3ccccc3)cc2)c1,-8,96,-1,6,0,3,-0.1,-22,-0.8,1
Cc1cc(C)c(S(=O)(=O)N2CCN(c3ccc([N+](=O)[O-])c(NCC4CCCO4)c3)CC2)c(C)c1 (stereo not drawn),-4,92,-3,19,-12,2,-0.2,/,-1.8,0
O=C(Cc1ccccc1)NC1CCSc2ccccc21 (stereo not drawn),6,97,1,3,5,-1,-0.2,-7,-4.1,-2
CCO[C@H]1OC(C(N)=O)=C[C@@H](C2CCCCC2)[C@@H]1CCCO,3,94,3,7,-4,7,-0.2,-11,-0.5,3
N#Cc1nc(-c2ccccc2F)oc1NCc1cccc2c1OCO2,-7,96,-1,0,2,-2,0.0,-8,3.9,0
CN(c1ccccc1)S(=O)(=O)c1cccc(C(=O)NC2CCCC2)c1,3,100,2,2,-3,2,0.0,-5,-0.4,6
COc1ccc(CCN2C(=O)C3C4CC(C5C(C(=O)NN)=NOC45)C3C2=O)cc1OC (stereo not drawn),5,105,-1,-3,5,2,2.7,1,0.8,14
CC(C)CC(NC(=O)C1CCCN1C(=O)OC(C)(C)C)C(=O)NCC(N)=O (stereo not drawn),11,98,0,4,0,7,0.0,/,-0.2,-3
C[N+]1(C)CCC(OC(=O)C(O)(c2ccccc2)C2CCCC2)C1 (stereo not drawn),2,103,0,6,-1,1,0.2,-4,-1.0,9
N#CC1=C(N)Nc2ncnn2C1c1ccc(F)cc1 (stereo not drawn),3,99,0,11,-5,0,0.2,-5,0.5,8
O=C1NC[C@@H](CCCCN2CCN(CC3CCCCC3)C(=O)C2=O)N(CCC2CCCCC2)C1=O,/,96,/,/,/,10,0.0,-3,/,/
CN(C)C(=O)c1cccn(Cc2ccc(C(F)(F)F)cc2)c1=O,1,101,2,2,5,-4,-0.4,-2,-2.5,-7
Cc1nc2nc(SCc3ccc([N+](=O)[O-])cc3)[nH]c2cc1Br,-6,99,2,13,5,1,0.1,4,7.3,-1
O=C(CCl)Nc1ccccc1Sc1ccccc1,-17,105,0,5,/,-2,0.2,-5,-1.1,7
COc1cccc(CNC(=O)COC(=O)c2cccc(S(=O)(=O)N3CCCC3)c2)c1,-2,98,0,1,8,-2,-0.3,-6,-1.6,3
NC(=O)COC(=O)CN1C(=O)C2CCCCC2C1=O (stereo not drawn),1,90,2,7,4,4,-0.2,-5,-0.6,-3
Cc1ccc(/C=C/C(=O)NCc2ccccn2)o1,4,101,3,-9,1,2,-0.1,-5,-2.5,5
CCCCNC(=O)C1(NC(=O)Nc2ccc(C)cc2)CCCCC1,-8,98,0,1,3,3,-0.4,-4,1.8,7
CCN1CC(c2ccccc2)C(c2ccc(Cl)cc2)=N1 (stereo not drawn),-6,91,-5,5,-6,8,0.1,-2,1.1,-4
CC1CCN(CC(=O)n2c3c(c4ccccc42)CCCC3)CC1,-8,98,-10,-1,/,-4,0.2,-9,2.7,0
COc1c(O)cccc1/C=N/NC(=O)Cn1ccnc1C,57*,94,0,0,-3,1,0.4,0,0.5,0
CSCCC(NC(=O)COc1ccccc1)C(=O)N1CCCCCC1 (stereo not drawn),7,101,2,11,-2,-2,0.0,-6,-1.4,-8
COC(Cn1c2c(c3cc(C)ccc31)CCCC2NCc1ccccc1)OC (stereo not drawn),-8,93,-3,4,/,0,0.0,-5,1.0,12
O=C(CC1CCCC1)N1CCN(S(=O)(=O)c2cccc(F)c2)CC1,6,97,-2,14,2,4,0.0,-6,-2.4,5
O=S(=O)(NCc1ccccc1)c1ccccc1NCCc1ccccc1,-25,102,-1,8,/,1,-0.1,-10,3.7,13
C/C(=C\c1ccco1)CN1CCC(N2CCC(C(=O)N3CCOCC3)CC2)CC1,10,96,9,-2,0,4,-0.2,-7,-1.5,-6
CC1(C(=O)Nc2cccc(NS(C)(=O)=O)c2)Cc2c(-c3ccc(C(N)=O)cc3)ccnc2O1 (stereo not drawn),8,101,-1,3,15,-8,0.2,-6,-0.9,10

# A second format for part of the listing above:
# The line under a structure holds: H9c2 protect | ABCB6 inh 2 | Glyco luc inh | MC4R antag cAMP | Vif imaging | HTR2A ag | aDG glyco up | CaV13 FRET inh | MC4R ag barr | PDI turbidity
- Cc1ccc(/C=C/C(=O)NCc2ccccn2)o1
→ 4 | 101 | 3 | -9 | 1 | 2 | -0.1 | -5 | -2.5 | 5
- CCCCNC(=O)C1(NC(=O)Nc2ccc(C)cc2)CCCCC1
→ -8 | 98 | 0 | 1 | 3 | 3 | -0.4 | -4 | 1.8 | 7
- CCN1CC(c2ccccc2)C(c2ccc(Cl)cc2)=N1 (stereo not drawn)
→ -6 | 91 | -5 | 5 | -6 | 8 | 0.1 | -2 | 1.1 | -4
- CC1CCN(CC(=O)n2c3c(c4ccccc42)CCCC3)CC1
→ -8 | 98 | -10 | -1 | / | -4 | 0.2 | -9 | 2.7 | 0
- COc1c(O)cccc1/C=N/NC(=O)Cn1ccnc1C
→ 57* | 94 | 0 | 0 | -3 | 1 | 0.4 | 0 | 0.5 | 0
- CSCCC(NC(=O)COc1ccccc1)C(=O)N1CCCCCC1 (stereo not drawn)
→ 7 | 101 | 2 | 11 | -2 | -2 | 0.0 | -6 | -1.4 | -8
- COC(Cn1c2c(c3cc(C)ccc31)CCCC2NCc1ccccc1)OC (stereo not drawn)
→ -8 | 93 | -3 | 4 | / | 0 | 0.0 | -5 | 1.0 | 12
- O=C(CC1CCCC1)N1CCN(S(=O)(=O)c2cccc(F)c2)CC1
→ 6 | 97 | -2 | 14 | 2 | 4 | 0.0 | -6 | -2.4 | 5
- O=S(=O)(NCc1ccccc1)c1ccccc1NCCc1ccccc1
→ -25 | 102 | -1 | 8 | / | 1 | -0.1 | -10 | 3.7 | 13
- C/C(=C\c1ccco1)CN1CCC(N2CCC(C(=O)N3CCOCC3)CC2)CC1
→ 10 | 96 | 9 | -2 | 0 | 4 | -0.2 | -7 | -1.5 | -6
- CC1(C(=O)Nc2cccc(NS(C)(=O)=O)c2)Cc2c(-c3ccc(C(N)=O)cc3)ccnc2O1 (stereo not drawn)
→ 8 | 101 | -1 | 3 | 15 | -8 | 0.2 | -6 | -0.9 | 10
